# Dyrk1A ADPGlo: Dyrk1A (rat) kinase inhibition; 310,000 tested, 0.43% active; inhibition, % at 12.5 µM; Q63470; ADP-Glo luminescence, NFATc1 peptide; in the data active = inhibition above about 50%;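 note: plate controls were vehicle with enzyme for no effect and no enzyme for full effect; many of its hits are not listed in these tables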
# TMEM16A act: activators or potentiators of mouse TMEM16A chloride channel; Q8BHY3; HEK293 TMEM16A/YFP-H148Q/I152L, iodide quench fluorescence; stronger effect = lower value; B-score at 10 µM; 340,000 tested, 0.3% active;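 active = fluorescence-ratio B-score plate-corrected deviation score at least 3 library SD below zero, with starting fluorescence score within 5 deviations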;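 note: channel opened by trigger with iodide after compound preincubation; score built on the fluorescence ratio of max minus min over baseline; more negative score means more quench and so TMEM16A activation or potentiation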
# Target sequence (Q8BHY3 whole entry, looked up): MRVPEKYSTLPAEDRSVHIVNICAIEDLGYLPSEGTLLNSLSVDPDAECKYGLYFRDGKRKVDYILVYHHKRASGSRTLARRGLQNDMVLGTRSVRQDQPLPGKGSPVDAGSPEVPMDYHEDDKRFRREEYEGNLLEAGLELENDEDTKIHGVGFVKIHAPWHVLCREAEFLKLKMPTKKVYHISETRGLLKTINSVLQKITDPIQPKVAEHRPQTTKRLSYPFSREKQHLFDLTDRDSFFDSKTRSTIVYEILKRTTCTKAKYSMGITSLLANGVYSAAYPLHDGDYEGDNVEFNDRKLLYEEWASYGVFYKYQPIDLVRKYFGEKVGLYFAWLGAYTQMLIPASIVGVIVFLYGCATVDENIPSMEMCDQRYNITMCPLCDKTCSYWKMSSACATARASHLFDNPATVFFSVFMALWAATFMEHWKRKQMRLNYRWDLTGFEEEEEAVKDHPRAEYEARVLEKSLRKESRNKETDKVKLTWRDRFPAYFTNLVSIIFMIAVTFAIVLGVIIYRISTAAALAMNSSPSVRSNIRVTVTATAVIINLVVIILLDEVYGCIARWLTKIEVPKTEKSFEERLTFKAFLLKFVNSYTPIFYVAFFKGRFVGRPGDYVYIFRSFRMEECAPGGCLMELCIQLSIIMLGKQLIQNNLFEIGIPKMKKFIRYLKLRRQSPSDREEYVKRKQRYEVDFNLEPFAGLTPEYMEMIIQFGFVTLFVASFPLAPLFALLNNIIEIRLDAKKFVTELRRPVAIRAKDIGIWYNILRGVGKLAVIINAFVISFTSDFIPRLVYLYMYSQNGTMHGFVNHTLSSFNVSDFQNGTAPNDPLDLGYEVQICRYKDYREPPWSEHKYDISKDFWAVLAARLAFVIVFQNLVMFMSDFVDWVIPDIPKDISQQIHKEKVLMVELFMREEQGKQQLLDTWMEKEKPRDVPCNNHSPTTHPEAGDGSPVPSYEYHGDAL
# HDAC3 inhib: inhibitors of human histone deacetylase 3 | O15379 | recombinant HDAC3, fluorogenic peptide/trypsin coupled, fluorescence | inhibition, % at 8.3 µM | 320,000 tested, 0.15% active | AID 2718; in the data active = inhibition above about 26%, passing the limit was not always enough; inconclusive = no clear call, values can overlap the other calls
# KCNK3 inh: human KCNK3 channel inhibition, primary screen. O14649. CHO-KCNK3 thallium flux, FluxOR fluorescence; stronger effect = lower value. B-score at 10 µM. 340,000 tested, 0.84% active;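 active = B-score under library mean minus 4 SD, starting fluorescence ratio at most library mean plus 5 SD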;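 note: more negative B-score means stronger inhibition of thallium flux through KCNK3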
# The depositor's hits bear a star; i = inactive; ? = inconclusive. Not all compounds are listed; the hit share may differ from the screen's.
SMILES,Dyrk1A ADPGlo,TMEM16A act,HDAC3 inhib,KCNK3 inh
CNC[C@H]1Oc2c(NC(=O)C3CC3)cccc2C(=O)N([C@H](C)CO)C[C@@H]1C,18,i,-1,i
O=C(C[C@H]1C/C=C\C[C@@H](Cc2ccc(F)cc2)C(=O)OC[C@@H]2CCCN2C1=O)NCCO,-3,i,-8,i
O=C(C[C@@H]1C/C=C/CCCC(=O)O[C@H](c2ccccc2)CNC1=O)NCCO,1,i,0,i
COc1ccc(S(=O)(=O)N(C)C[C@H]2Oc3c(NC(=O)CCC(F)(F)F)cccc3C(=O)N([C@H](C)CO)C[C@@H]2C)cc1,10,i,9,i
O=C(NC1CC1)c1cc(-c2ccc(Br)cc2)nc2ccccc12,1,i,3,i
COc1ccc(CNC(=O)COC(=O)c2ccc(F)c(S(=O)(=O)N3CCOCC3)c2)cc1,-2,i,-1,i
COc1cccc(CNC(=O)COC(=O)CN2C(=O)NC3(CCCCC3C)C2=O)c1 (stereo not given),0,i,2,i
CCC(=O)Nc1ccc(C(=O)CN2C(=O)NC3(CCCCCC3)C2=O)cc1,-3,i,3,i
COc1cccc(NC(=O)CN(C)C(=O)c2cc(C)oc2C)c1,-1,i,7,i
Cc1ccc2c(c1)[C@H]1[C@H](CO2)[C@H](c2ccccc2)[C@]2(C)C(=O)Nc3ccc(Cl)cc3C(=O)N12,1,i,2,i
C[C@H](CO)N1C[C@H](C)[C@@H](CN(C)Cc2ccncc2)Oc2c(NC(=O)C3CCCCC3)cccc2C1=O,15,i,7,i
CCCCN1C(=O)C(=O)N(CC(=O)c2cc(C)n(C3CC3)c2C)C1=O,4,i,-1,i
COc1ccc(-c2noc(Cn3cc(S(=O)(=O)N4CCCC4)ccc3=O)n2)cc1,-7,i,-2,i
C=CC[C@@H](CC(=O)N[C@H](CO)Cc1ccccc1)C(=O)N[C@H](COC(=O)[C@@H](CC=C)CC(=O)OC(C)(C)C)Cc1ccccc1,2,i,?,i
COc1ccc(NC(=O)COC(=O)c2n[nH]c3ccccc23)c(OC)c1,6,i,-2,i
O=C(NNC(=O)c1cc2ccccc2[nH]1)OCc1ccccc1,-7,i,-5,i
O=C1C=C(c2ccc(Cl)c(C(F)(F)F)c2)C[C@@H](c2ccc(F)cc2)C1,-6,i,7,i
CCN(C(=O)COC(=O)c1ccc2c(c1)OCO2)c1ccc(F)cc1,3,i,-1,i
Cc1ccccc1-c1nnc(SCC(=O)NCC2CCCO2)o1 (stereo not given),0,i,2,i
O=C1CCN(Cc2ccccc2)S(=O)(=O)c2ccc(C(F)(F)F)cc21,3,i,3,i
COc1ccccc1-c1sc2ccccc2c1-c1ccc(O)cc1,1,i,13,i
C[C@@H]1NS(=O)(=O)[C@H]2C[C@@H]3C=C[C@]2(O3)[C@H]1OC(=O)c1ccccc1Br,7,i,-3,i
CC(C)(C)c1ccc(NC(=O)C2=CC=CN3CCS(=O)(=O)N=C23)cc1,0,i,5,i
CC(C)(C)OC(=O)C[C@@H]1C/C=C\C[C@H](CC(=O)N[C@H](CO)Cc2ccccc2)C(=O)N[C@@H](Cc2c[nH]c3ccccc23)COC1=O,6,i,5,i
CCOC(=O)c1c(C)[nH]c(NC(=O)NNC(=O)c2ccc(OC)cc2)c1C,3,i,-2,i
COc1ccc(NC(=O)CSc2n[nH]c(-c3ccccc3)n2)cc1S(N)(=O)=O,8,i,7,i
COCCNc1nnc(SCC(=O)NNC(=O)c2ccco2)s1,8,i,-6,i
CCC(C)c1ccccc1N1CC(C(=O)NCCC2=CCCCC2)CC1=O (stereo not given),-2,i,3,i
CCCCN(C(=O)COC(=O)c1ccc(C=O)cc1)c1c(N)n(CCC)c(=O)[nH]c1=O,0,i,-1,i
COc1ccc(-c2csc(NC(=O)CSCC(=O)Nc3cc(C)on3)n2)cc1,7,i,2,i
C[C@H](NC(=O)c1ccco1)C(=O)NCc1cccs1,2,i,-5,i
O=C1N[C@H](Cc2ccccc2)COC(=O)[C@H](Cc2ccc(F)cc2)CC/C=C/C[C@@H]1CC(=O)N(CCO)Cc1ccccc1,-1,i,-2,i
O=C(COC(=O)c1cc2ccccc2cc1O)NC1CCCCC1,1,i,-4,i
CC1CC1C(=O)OCC(=O)Nc1ccc(Cl)cn1 (stereo not given),-5,i,-10,i
Cc1cccc(C(=O)OCC(=O)NCCN2C(=O)CSC2=O)c1[N+](=O)[O-],-1,i,-1,i
COc1cccc(CNC(=O)COC(=O)c2cc([N+](=O)[O-])ccc2N2CCCC2)c1,-1,i,8,i
CCCNC(=O)C(Cc1ccc(Br)cc1)NC(=O)c1ccc(C#N)cc1 (stereo not given),4,i,-2,i
CCOc1ccccc1C(=O)NCC(=O)N1CCN(Cc2ccc3c(c2)OCO3)CC1,-1,i,-2,i
O=C(CNCc1ccco1)Nc1cc(S(=O)(=O)N2CCOCC2)ccc1N1CCOCC1,0,i,1,i
Cc1cccc(-n2ncc3c(=O)[nH]c(SCC(=O)N4CC(=O)Nc5ccccc54)nc32)c1,-2,i,-2,i
Cc1cccc(NC(=O)CN2CCN(C(=O)c3oc4c(Cl)cccc4c3C)CC2)c1C,6,i,7,i
C[C@@H](OC(=O)c1[nH]cnc1C(=O)N1CCN(C(=O)OC(C)(C)C)CC1)c1ccccc1,-3,i,4,i
O=C(CN1C(=O)NC2(CCCCCCC2)C1=O)Nc1ccc(Br)cc1Br,2,i,2,i
CCOC(=O)c1c(C)[nH]c(C(=O)COC(=O)c2cccnc2Cl)c1C,-3,i,1,i
Cc1ccc(NS(=O)(=O)c2ccc(C(=O)OCC(=O)N3CCCCC3)cc2)cc1,-1,i,6,i
CCCNC(=O)C(Cc1ccc(I)cc1)NC(=O)c1ccc(C#N)cc1 (stereo not given),12,i,-7,i
CCOc1ncccc1C(=O)OCC(=O)NC1CCCCC1,-4,i,1,i
COCc1c(C(=O)OCC(=O)N(C)C2CCS(=O)(=O)C2)oc2ccccc12 (stereo not given),3,i,-3,i
COc1cc2ccccc2cc1C(=O)NC1CCCCC1,3,i,0,i
C[C@H]1CN([C@@H](C)CO)C(=O)c2cccc(NC(=O)C3CC3)c2O[C@H]1CN(C)C(=O)Nc1ccc2c(c1)OCO2,6,i,2,i

# Just TMEM16A act and HDAC3 inhib (3 entries from above):
canonical_smiles	TMEM16A act	HDAC3 inhib
Cc1ccc(NS(=O)(=O)c2ccc(C(=O)OCC(=O)N3CCCCC3)cc2)cc1	i	6
COCc1c(C(=O)OCC(=O)N(C)C2CCS(=O)(=O)C2)oc2ccccc12 (stereo not given)	i	-3
C[C@H]1CN([C@@H](C)CO)C(=O)c2cccc(NC(=O)C3CC3)c2O[C@H]1CN(C)C(=O)Nc1ccc2c(c1)OCO2	i	2

# Full records, quoted from the list. Screens in order: Dyrk1A ADPGlo	TMEM16A act	HDAC3 inhib	KCNK3 inh
# Profile of `COCc1c(C(=O)OCC(=O)N(C)C2CCS(=O)(=O)C2)oc2ccccc12` (stereo not given) = 3	i	-3	i
# Profile of `Cc1ccc(NS(=O)(=O)c2ccc(C(=O)OCC(=O)N3CCCCC3)cc2)cc1` = -1	i	6	i
# Profile of `CCOc1ncccc1C(=O)OCC(=O)NC1CCCCC1` = -4	i	1	i
# Profile of `C[C@H]1CN([C@@H](C)CO)C(=O)c2cccc(NC(=O)C3CC3)c2O[C@H]1CN(C)C(=O)Nc1ccc2c(c1)OCO2` = 6	i	2	i

# New compounds follow:
SMILES,Dyrk1A ADPGlo,TMEM16A act,HDAC3 inhib,KCNK3 inh
Cc1cc(C(=O)OCC(=O)N(C)c2ccccc2)c(C)o1,-1,i,6,i
COc1ccc(-c2sc3ccc(OC)cc3c2C#Cc2ccccn2)cc1,2,i,0,i
COc1cc(OC)cc(-c2c(C#Cc3ccsc3)c3cc(-c4cc(F)cc(F)c4)ccc3n2C)c1,13,i,-6,i
COc1ccc(C(=O)C(C)OC(=O)c2cccc(S(=O)(=O)Nc3c(C)n(C)n(-c4ccccc4)c3=O)c2)cc1 (stereo not given),-3,i,9,i
O=S(=O)(NC1CCN(S(=O)(=O)c2c(F)cccc2F)CC1)c1ccc2c(c1)OCCO2,-3,i,0,i
COc1ccc(S(=O)(=O)N2CCOCC2)cc1NC(=O)COC(=O)c1ccc([N+](=O)[O-])s1,3,i,4,i
COCCOc1ccc(C(F)(F)F)cc1NC(=O)COC(=O)c1ccc(N2CCCC2=O)cc1,-4,i,-1,i
COc1ccc(OC)c(COC(=O)c2cc([N+](=O)[O-])ccc2N2CCOCC2)c1,-2,i,3,i
COc1cc(OC)cc(C(=O)NCC(=O)OC2CCCCC2=O)c1 (stereo not given),-2,i,7,i
COc1ccc(NC(=O)CN(C)CC(=O)NCc2ccc(C)cc2)cc1,-2,i,3,i
COc1cc(C(=O)COC(=O)c2cccs2)cc(OC)c1OC,8,i,-2,i
COc1ccc(NC(=O)N(C)C[C@H]2Oc3ccc(NC(=O)Nc4c(C)noc4C)cc3C(=O)N([C@H](C)CO)C[C@@H]2C)cc1,-4,i,-4,i
C=CCC[C@@H](Cc1ccc(F)cc1)C(=O)OC[C@@H]1CCCN1C(=O)[C@@H](CC=C)CC(=O)N[C@@H](CO)Cc1ccccc1,2,i,35*,i
CC(C(=O)Nc1nc(-c2ccc(F)cc2)cs1)N1C(=O)C2CC=CCC2C1=O (stereo not given),-2,i,3,i
O=C(NN1C(=O)NC2(CCCCC2)C1=O)c1cc2ccccc2o1,1,i,-10,i
COc1ccccc1-c1oc2ccccc2c1C#CC(C)(C)O,9,i,-8,i
Cc1cccc(C(=O)O[C@H]2[C@H](Cc3ccccc3)NS(=O)(=O)[C@H]3CC4C=C[C@]23O4)c1,-29,i,-3,i
CCCCN1C(=N)N([C@@H](CCC)CN2CCC[C@H]2CN2C(N)=NC[C@@H]2Cc2ccccc2)C[C@H]1Cc1ccccc1,3,i,-1,i
CCOC(=O)N1CCC(NCCNC(=O)c2cccc(F)c2)CC1,-2,i,2,i
CC(C)(C)OC(=O)NCCCCCNC(=O)c1nc[nH]c1C(=O)N1CCc2ccccc2C1,-9,i,-6,i
COc1ccc(S(=O)(=O)N2CCOCC2)cc1C(=O)NCC(c1ccco1)N1CCCC1 (stereo not given),-6,i,2,i
Cc1ccc(OCC(=O)Nc2cccc3ccccc23)c([N+](=O)[O-])n1,11,i,6,i
COc1cc(OC)cc(-c2c(-c3cccs3)c3cc(Br)ccc3n2C)c1,7,i,10,i
O=C(OCC(=O)N1CCCCCC1)c1cccc(Cl)c1,5,i,0,i
CC(C)Oc1ccc(S(=O)(=O)N2CCCCC2)cc1NC(=O)CN1C(=O)NC(C)(C2CC2)C1=O (stereo not given),7,i,-4,i
CCC(C)(C)C1CCC2(CC1)NC(=O)N(CC(=O)N(C)Cc1ccc3c(c1)OCCO3)C2=O (stereo not given),-6,i,6,i
COc1ccc(OC)c(C(=O)CN2C(=O)C(=O)N(C3CCCC3)C2=O)c1,-2,i,-13,i
C[C@H](CO)N1C[C@H](C)[C@@H](CN(C)S(=O)(=O)c2ccccc2)Oc2ccc(NC(=O)Cc3ccccc3)cc2C1=O,5,i,-7,i
Nc1ccc(-c2cc3ccccc3c(=O)o2)cc1,0,i,5,i
CCC/C(=C1/c2ccccc2C(=O)N1c1ccccc1)c1cnc(OC)nc1,6,i,4,i
CCOC(=O)[C@@H]1[C@H]2COc3ccc(Br)cc3[C@H]2N2C(=O)N(c3ccc(Cl)cc3)C(=O)[C@]12C,-5,i,-8,i
COc1ccccc1-c1oc2ccccc2c1C#CC1(N)CCCCC1,8,i,1,i
CC1CN(C(=O)c2ccc(Cl)c(S(=O)(=O)NCc3ccco3)c2)CC(C)O1 (stereo not given),3,i,1,i
CCN(CC)c1ccc(C=Nc2cccc(S(=O)(=O)N3CCOCC3)c2)c(O)c1,5,i,1,i
C=CC[C@@H](CC(=O)N[C@H](CO)Cc1ccccc1)C(=O)N[C@H](COC(=O)[C@@H](CC=C)Cc1ccc(F)cc1)Cc1c[nH]c2ccccc12,6,i,14,i
C[C@H](CO)N1C[C@H](C)[C@@H](CN(C)S(=O)(=O)c2cn(C)cn2)Oc2ccc(NC(=O)C3CC3)cc2C1=O,-2,i,2,i
CC(C)C[C@H](NC(=O)c1nc[nH]c1C(=O)NCCCCCN)C(=O)OCc1ccccc1,2,i,1,i
O=C(O)CCC(=O)OCc1c(-c2ccccc2)ncc2ccccc12,-1,i,10,i
COc1ccc(-c2ccc3c(c2)c(-c2cccs2)c(-c2cc(OC)cc(OC)c2)n3C)cc1,6,i,6,i
Cc1ccc(F)c(Cn2cnc3c(cnn3C(C)(C)C)c2=O)c1Cl,3,i,10,i
CC(=O)N1CCN(CC(C)(C)NS(=O)(=O)c2ccccc2)CC1,0,i,-3,i
Oc1cc(NCCc2cccnc2)cc2cccnc12,11,i,-2,i
COc1ccc(C(=O)Nc2ccncc2)cc1S(=O)(=O)N1CCOCC1,5,i,2,i
Cc1cc(C(=O)COC(=O)c2ccc(O)cc2O)c(C)n1C(C)C,1,i,-2,i
O=C(CN1C(=O)C2CC=CCC2C1=O)Nc1nc(-c2ccc(F)c(F)c2)cs1 (stereo not given),-4,i,-2,i
Cc1cc(NC(=O)CSc2cc(C)c3ccccc3n2)no1,2,i,-1,i
Cc1cccc(C(=O)NCC(=O)OCC(=O)N2CCN(S(=O)(=O)c3ccc(C)cc3C)CC2)c1,6,i,0,i
CC(=O)Nc1ccc(SC[C@H](Cc2ccccc2)N2CC[C@@H](O)CCC2=O)cc1,1,i,1,i
